Screening results: PubChem, National Center for Advancing Translational Sciences (NCATS)
PLK1 PBD inh: inhibitors of human PLK1 polo-box domain binding. P53350. Plk1 PBD binding of FITC phosphopeptide, fluorescence polarization. Potency, µM, for the others: max response, negative = inhibition, actives largely listed as inhibitors. 360,000 compounds, 2.8% hits. AID 720504; also: potency is read from the fitted curve at half-maximal effect; series mostly up to about 57 µM; % is scaled to controls: 0 for no effect and ±100 for the full control effect; nearly all actives have a fitted effect of over 65% in size
D3 ag: D3 dopamine receptor (human) agonism; P35462; D3R DiscoveRx beta-arrestin cells, luminescence, 90 min; max activation, %; 410,000 compounds, 0.58% hits; AID 652048; in the data active = max activation above about 30%; also: 0% is about no effect; mostly tested at two doses, the higher about 12 µM
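Agonist-mode cell screen: cells plated at 1500/well and incubated overnight at 37 °C, then exposed to library compounds for 90 min at 37 °C. Detection reagent was added for 30–60 min at room temperature, and luminescence was read.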
IL-2 act: activators of IL-2; IL-2 activation reporter assay, cell-based qHTS; stimulated with anti-CD3/CD4/CD28 beads; in transgenic mouse T cells; AID 652025; 360,000 compounds, 0.065% hits; activation, % (series mostly up to about 46 µM); in the data active = activation above about 50%; inconclusive = mostly about 30% to 49%; also: 0% is about no effect
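Quantitative HTS in unstimulated transgenic mouse T cells, with memory T cells as non-tolerant control and PMA/ionomycin as tolerance-bypass control. Compound pretreatment lasted 60 minutes before 18 h bead stimulation; EGFP/DsRed fluorescence read.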
GLP-1R inv ag: GLP-1 receptor (human) inverse agonism; P43220; 410,000 compounds, 1.6% hits; Potency, µM (doses to about 38.3 µM), without a hit: at the top dose activity change, negative = inhibition, most hits filed as inhibitors; HEK293 GLP-1R CRE-luciferase, luminescence, 24 h; GLP-1R form is constitutively active; also: potency is read from the fitted curve at half-maximal effect; % is scaled to controls: 0 for no effect and ±100 for the full control effect; nearly all actives have a fitted effect of over 55% in size
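Assay principle: reduced luminescence from a cAMP-responsive reporter in HEK293 cells co-expressing a constitutively active GLP-1R. Conditions: 24 hr compound incubation, 37 deg C, 5% CO2.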
DRD3 antagonist: antagonists of human D3 dopamine receptor; 360,000 compounds, 2.5% hits; max response, negative = inhibition, %; D3R cells, DiscoveRx beta-arrestin luminescence, antagonist mode; hits give low values; P35462; in the data active = max response below about -50%; inconclusive = no clear call, values can overlap the other calls; also: % is scaled to controls: 0 for no effect and ±100 for the full control effect; mostly tested at two doses, the higher about 12 µM
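Cells expressing the human receptor were seeded at 1500 cells/well, incubated overnight at 37 degrees C in 5% CO2, then exposed to library compounds with dopamine controls for 90 minutes at 37 degrees C before luminescent detection.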
GLP1R cytotox: cytotoxic in the GLP-1 receptor inverse agonist counter-screen | HEK293 cAMP-luciferase reporter cells, luminescence, 24 h | Potency, µM (top dose mostly 38.3 µM), without a hit: top-dose activity change, negative = inhibition, hits mostly inhibitors | 410,000 compounds, 0.13% hits | AID 624418;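 also: loss of luciferase light is scored as toxicity; potency is read from the fitted curve at half-maximal effect; % is scaled to controls: 0 for no effect and ±100 for the full control effect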
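Cells in DMEM/10% Nu serum/1% pen-strep, 1536-well format. Pre-incubated 12 h, dosed with 23 nL compound, incubated a further 24 h. Luciferase detection, 12 min at room temp, luminescence.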
WRN inhibitor: WRN helicase (human) inhibition | Q14191 | WRN helicase unwinding, fluorescent forked duplex, kinetic | Potency, µM (top dose mostly 114 µM), inactives show top-dose activity change, negative = inhibition, most hits filed as inhibitors | 360,000 compounds, 0.46% hits | AID 651768; also: potency is read from the fitted curve at half-maximal effect; % is scaled to controls: 0 for no effect and ±100 for the full control effect; nearly all actives have a fitted effect of over 55% in size
Target sequence (Q14191 whole entry, looked up): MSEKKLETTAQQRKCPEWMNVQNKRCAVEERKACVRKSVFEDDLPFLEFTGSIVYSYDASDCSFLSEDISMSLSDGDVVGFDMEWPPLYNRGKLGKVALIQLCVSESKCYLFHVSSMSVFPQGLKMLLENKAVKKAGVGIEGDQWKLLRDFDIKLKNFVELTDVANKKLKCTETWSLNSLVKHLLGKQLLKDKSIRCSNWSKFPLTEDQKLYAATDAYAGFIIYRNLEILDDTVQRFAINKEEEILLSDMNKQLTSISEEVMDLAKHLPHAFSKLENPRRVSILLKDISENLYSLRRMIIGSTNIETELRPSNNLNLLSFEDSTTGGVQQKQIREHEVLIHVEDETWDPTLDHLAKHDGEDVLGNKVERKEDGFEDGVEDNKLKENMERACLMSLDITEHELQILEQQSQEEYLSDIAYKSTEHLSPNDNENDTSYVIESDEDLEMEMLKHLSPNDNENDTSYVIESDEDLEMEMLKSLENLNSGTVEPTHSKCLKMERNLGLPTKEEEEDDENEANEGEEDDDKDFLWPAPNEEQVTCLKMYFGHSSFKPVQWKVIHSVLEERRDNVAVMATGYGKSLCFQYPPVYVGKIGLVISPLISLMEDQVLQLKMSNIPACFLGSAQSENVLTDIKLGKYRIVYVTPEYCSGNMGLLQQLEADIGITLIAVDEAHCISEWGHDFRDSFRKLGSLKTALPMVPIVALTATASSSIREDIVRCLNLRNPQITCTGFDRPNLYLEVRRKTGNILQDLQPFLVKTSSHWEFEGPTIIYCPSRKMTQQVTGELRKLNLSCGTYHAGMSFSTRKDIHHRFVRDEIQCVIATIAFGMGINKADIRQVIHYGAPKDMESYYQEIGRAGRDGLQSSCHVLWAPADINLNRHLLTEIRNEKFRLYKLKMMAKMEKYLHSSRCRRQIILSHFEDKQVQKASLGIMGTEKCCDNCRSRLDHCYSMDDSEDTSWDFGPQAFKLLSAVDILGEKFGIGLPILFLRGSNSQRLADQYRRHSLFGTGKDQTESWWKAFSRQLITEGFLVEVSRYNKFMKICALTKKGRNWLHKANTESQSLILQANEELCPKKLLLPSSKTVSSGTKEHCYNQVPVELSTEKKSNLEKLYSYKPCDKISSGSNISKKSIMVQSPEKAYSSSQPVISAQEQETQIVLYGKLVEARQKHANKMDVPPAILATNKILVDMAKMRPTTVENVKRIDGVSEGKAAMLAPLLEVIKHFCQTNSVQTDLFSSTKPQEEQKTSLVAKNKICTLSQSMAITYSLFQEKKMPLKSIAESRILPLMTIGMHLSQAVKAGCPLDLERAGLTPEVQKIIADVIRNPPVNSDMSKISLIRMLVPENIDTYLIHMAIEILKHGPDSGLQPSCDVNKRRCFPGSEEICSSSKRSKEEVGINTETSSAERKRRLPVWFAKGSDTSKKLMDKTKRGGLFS
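Kinetic red-fluorescence monitoring (525/598 nm) tracks WRN helicase activity after 100 nM fluorophore-quencher forked duplex and 2 mM ATP are added to 20 nM enzyme pretreated 15 min at room temperature with compound.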
GLP-1R agonist: activates the human GLP-1 receptor | P43220 | HEK293 GLP-1R CRE-luciferase, luminescence, 4-6 h; cells express a hypersensitive GLP-1R form | Potency, µM (series often up to 45.6 µM), for inactives: top-dose activation, most hits filed as activators | 380,000 compounds, 0.007% hits; also: potency is read from the fitted curve at half-maximal effect; % of control where 0% means no effect
PI5P4K alpha inh: inhibitors of human PI5P4K alpha; PI5P4Kalpha enzyme, ADP-Glo luminescence, 60 min; hits give low values; 330,000 compounds, 1.2% hits; max response, %; P48426; active = max response of -50% or lower; inconclusive = between -30% and -50%; inactive = -30% or higher; also: value at the top dose of about 77 µM; % is scaled to controls: 0 for no effect and ±100 for the full control effect
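Human PI5P4Kalpha with substrate in 0.038 M HEPES pH 7.4, 0.28 mM EGTA, 0.1% CHAPS, 5% DMSO; reaction started with 5 microM ATP (final), 60 min at room temperature. ADP formed read by ADP-Glo luminescence.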
Active calls of the source: *; ? = inconclusive; . = no result given; [ ] = dose if it differs, or a comment. Unless noted, calls follow the shape of the dose curve; as a rule, active = well fitted curve in the direction sought with a large enough effect; inconclusive = small, poorly fitted or top-dose-only effect, or another doubt; inactive = no such curve, though single readings can be large; an effect the other way counts as inactive or inconclusive.

structure,PLK1 PBD inh,D3 ag,IL-2 act,GLP-1R inv ag,DRD3 antagonist,GLP1R cytotox,WRN inhibitor,GLP-1R agonist,PI5P4K alpha inh
Oc1cccc(/C=N/N2CCN(c3ccccn3)CC2)c1,-4.3%,8.0,-0.7,-14.4%,-12.6,-1.9%,0.2%,7.9%,-8.9
CCN1C(=O)[C@@H]2[C@@H](c3ccc(-c4cccc(Cl)c4)c(OC)c3)N3CCCC[C@@]3(C(=O)OC)[C@@H]2C1=O,5.2%,-18.6,0.9,?,-7.2,12.1%,-4.8%,2.6%,10.8
COC(=O)c1[nH]c2cc(C)ccc2c1NC(=O)CN1CCN(c2ccccc2OC)CC1,-0.6%,-14.6,2.2,3.16µM*,-27.1,-17.8%,-2.5%,-2.2%,-4.4
N#Cc1ccc(Sc2nc3ccccc3[nH]2)cc1C#N,-12.6%,-10.2,0.9,-27.3%,-18.3,-10.8%,-4.6%,-7.8%,0.0
Cc1ccc2cc(CCNC(=O)CC(C)C)c(=O)[nH]c2c1,-4.4%,-10.1,-0.3,6.6%,8.3,-2.6%,8.2%,-1.3%,0.9
COc1ccc(-c2coc3cc(O)ccc3c2=O)cc1O,-5.8%,2.8,0.1,18.4%,16.9,2.5%,2.3%,12.4%,-20.7
O=C(COC(=O)CNC(=O)c1ccc(F)cc1)Nc1cccc(S(=O)(=O)N2CCCC2)c1,-19.2%,4.4,-0.9,0.5%,3.1,11.0%,8.7%,5.3%,0.0
O=C(NC1CCCC1)c1ccc(CS(=O)Cc2ccc(Cl)cc2)o1 (stereo not given),-5.4%,1.8,2.2,1.4%,1.6,-2.6%,3.5%,-5.3%,2.4
Cc1ccc(/C=N/NC(=O)NC23CC4CC(CC(C4)C2)C3)o1,-1.8%,1.5,-0.9,?,19.8,0.7%,-12.8%,12.9%,5.6
Cn1c(N2CCN(c3ccccn3)CC2)nc2c1c(=O)n(Cc1ccccc1Cl)c(=O)n2C,-4.6%,-9.0,-0.8,1.6%,-12.9,-14.5%,-6.2%,2.0%,2.8
O=C(NC12CC3CC(CC(C3)C1)C2)c1ccc(-c2cccc(Cl)c2)o1,-5.0%,-2.9,1.2,?,9.0,-10.7%,2.6%,-7.6%,0.7
CCOC(=O)C1C(C#N)=C(N)OC(C)=C1c1ccncc1 (stereo not given),-3.8%,-0.4,0.5,5.6%,-11.7,14.1%,-19.5%[57.1 µM],-23.5%,6.3
O=c1ccncn1C1OC(CO)C(O)C1O (stereo not given),-3.4%,0.8,-4.4,4.2%,41.5,12.4%,-5.3%,-2.8%,23.3
CCn1nnnc1SCC(=O)N(C)C1CCS(=O)(=O)C1 (stereo not given),-1.3%,-0.8,5.2,2.0%,-5.4,-6.4%,12.7%,-1.8%,-6.5
Cc1nnc(SCC(=O)N2CCOCC2)s1,-7.1%,2.2,-3.0,-3.6%,-23.8,-6.7%,10.4%,-13.4%,.
C[C@@H]1CN([C@@H](C)CO)C(=O)c2cc(C#Cc3ccccc3)cnc2O[C@@H]1CN(C)Cc1ccccn1,-6.4%,-4.0,0.2,3.3%,-18.9,1.2%,2.7%,-5.4%,-11.6
N=C1/C(=C\c2ccc(Br)o2)C(=O)N=C2SC(CC(=O)N3CCCCC3)=NN12,-12.2%,4.4,0.0,3.3%,0.5,5.2%,?,-0.8%,-65.7*
OC(COC(c1ccc(Cl)cc1)c1ccc(Cl)cc1)CN1CCc2ccccc2C1 (stereo not given),-2.1%,-12.8,11.8,5.01µM*,-55.9*,?,-13.4%,7.2%,9.5
CC(C)N=C(Nc1ccc(Cl)cc1)c1cccnc1,-1.6%,1.3,-1.3,-1.2%,12.8,-4.3%,3.8%,-11.7%,-2.9
Cc1ccc(SCC(=O)N2CC(C)OC(C)C2)cc1 (stereo not given),-20.2%,0.1,-0.4,-14.3%,2.0,-3.7%,0.5%,-1.8%,-0.5
CNC(=O)c1ccccc1Sc1ccccc1C#N,-7.5%,4.6,-2.9,6.8%,-6.1,10.3%,3.8%,8.6%,-0.4
O=C(NCCCN1CCCC1=O)Nc1ccccc1F,-3.3%,0.1,-2.3,3.4%,-0.3,-5.5%,0.6%,-3.0%,1.4
O=C(CCNS(=O)(=O)c1ccc(Br)cc1)NCc1cccs1,4.4%,0.4,-2.8,-5.1%,11.3,4.4%,2.1%,4.3%,-0.5
CCOC(=O)C1=C(C)NC(=O)NC1c1c(OCC(=O)N2CCCCC2)ccc2ccccc12 (stereo not given),-1.1%,3.0,0.0,15.2%,-9.8,?,-18.7%,4.2%,4.5
CCC1(CC)C(=O)NC(=S)N=C1N,-4.5%,4.6,-0.5,5.5%,4.6,-3.1%,5.1%,9.1%,0.7
O=C(O)c1ccc(-c2nnn(Cc3ccccc3F)n2)cc1,-6.0%,5.5,-0.3,2.8%,-10.6,7.5%,-3.1%,-6.7%,?
Cc1nn(CC(=O)OC(C)C(=O)Nc2ccccc2[N+](=O)[O-])c(C)c1[N+](=O)[O-] (stereo not given),-5.5%,0.9,1.9,16.9%,-20.6,1.3%,-32.0%[57.1 µM],-7.0%,-4.2
CCC1CCc2sc(C(=O)N(C)CC(=O)Nc3ccc(N4CCOCC4)cc3)cc2C1 (stereo not given),-2.6%,-2.0,-3.0,?,-7.1,?,-7.0%,9.8%,-10.5
CCn1c(CC(=O)Nc2ccc(F)cc2)nnc1SCC(=O)N1CCOCC1,29.9µM*,1.7,-1.0,-0.2%,5.4,20.1%,-13.2%,10.1%,0.3
CN(CC(=O)N1CCN(c2ccccc2)CC1)S(=O)(=O)c1cccs1,-8.6%,-1.0,-0.6,30.4%,4.5,-1.7%,-11.6%,23.0%,7.4

As entered above:
CC(C)N=C(Nc1ccc(Cl)cc1)c1cccnc1 in IL-2 act is entered as -1.3
O=c1ccncn1C1OC(CO)C(O)C1O (stereo not given) in IL-2 act is entered as -4.4

The list continues:
structure,PLK1 PBD inh,D3 ag,IL-2 act,GLP-1R inv ag,DRD3 antagonist,GLP1R cytotox,WRN inhibitor,GLP-1R agonist,PI5P4K alpha inh
CCOC(=O)CNC(c1ccccc1)c1cc(Br)ccc1NC(=O)CCN1CCOCC1 (stereo not given),?,-8.4,0.4,-29.2%,?,-2.8%,8.7%,15.0%,0.6
COc1ccccc1C(c1c(O)nc(SC)[nH]c1=O)c1c(O)nc(SC)[nH]c1=O,?,9.5,1.7,11.0%,6.4,1.7%,-12.7%,-1.4%,-51.3*
CCn1nc(C(=O)Nc2nc3ccccc3[nH]2)c2ccccc2c1=O,-5.6%,-6.0,-3.1,15.1%,1.5,-9.1%,0.1%,13.4%,-6.4
c1ccc2c(c1)nnn2-c1ncnc2sccc12,-21.6%,5.5,-0.3,46.0%[activator],8.4,12.4%,1.0%,19.5%,0.9
CCN(CC(=O)Nc1cc(Cl)ccc1C)C(=O)c1cc([N+](=O)[O-])ccc1N1CCOCC1,1.3%,-7.3,-3.6,-0.8%,-1.8,-9.6%,0.9%,2.3%,-1.4
COc1ccc(C(=O)C(C)OC(=O)c2nc3nccc(C)n3n2)cc1 (stereo not given),-11.5%,3.5,0.8,-0.6%,-12.7,1.3%,0.3%,-7.5%,0.3
Cc1ccc(OCCNC(=O)CNC(=O)c2ccc(Cl)c([N+](=O)[O-])c2)cc1,-7.7%,-0.6,0.5,-11.7%,18.3,-12.5%,-0.9%,10.1%,5.8
CC1CCC(NC(=O)c2[nH]c(C(F)(F)F)nc2-c2ccccc2)CC1 (stereo not given),-1.7%,0.7,0.5,?,10.9,-14.1%,5.2%,-5.5%,10.4
CCn1ncc([C@@H]2C[C@H]3CN(Cc4ccccc4C)C(=O)[C@]34CCCN24)c1C,0.7%,-0.7,0.6,5.6%,1.0,2.8%,3.0%,5.7%,-2.2
COc1ccc(OCCn2ccnc2C)cc1,-4.8%,-1.5,-0.5,-18.5%,4.0,18.8%,-15.1%,-1.3%,1.8
CCSc1ncc(Cl)c(C(=O)Nc2ccccc2OC)n1,-6.5%,10.4,0.5,16.9%,29.6,4.5%,1.3%,8.1%,-1.8
CCOc1cc(C(=O)Nc2cc(C)ccn2)cc(OCC)c1OCC,-4.9%,-2.8,1.1,0.0%,5.8,-2.4%,6.0%,-3.5%,.
Cc1cc(C)c(-n2c(SCCS(=O)(=O)c3ccc(F)cc3)n[nH]c2=O)c(C)c1,-25.4%,-5.7,-0.7,?,-23.7,-29.5%,7.5%,17.3%,-5.3
Cc1ccc(C)c2[nH]c(=O)c(C(c3nnnn3C(C)(C)C)N3CC=C(c4ccc(F)cc4)CC3)cc12 (stereo not given),-26.0%,-1.4,0.6,?,-51.4*,5.0%,-5.3%,5.2%,-0.7
COc1ccc(NC(=O)c2oc3ccccc3c2NC(=O)COc2ccc(F)cc2)c(OC)c1,.,-1.8,.,10.9%,.,-6.0%,.,0.4%,.
CCOc1cc(C(=O)Nc2cc(C)ccc2C)ccc1OCC(=O)N1CCCCC1,-8.5%,-12.0,0.9,?,-21.7,-5.2%,1.0%,-0.2%,0.5
O=C(CNc1cccc2ccccc12)N/N=C/c1ccc[nH]1,-3.9%,-4.4,0.1,?,-5.5,-19.4%,-2.8%,0.0%,2.6
CC1CCOC2(O1)C(=O)Nc1ccccc12 (stereo not given),-1.7%,8.0,-0.7,-10.7%,17.2,-5.3%,-7.6%,10.0%,1.4
CC(=O)N1c2ccc(S(=O)(=O)N3CCC(C(=O)Nc4ccccn4)CC3)cc2CC1C (stereo not given),-0.8%,-0.3,-2.6,0.2%,-0.2,5.0%,0.2%[57.1 µM],4.4%,-2.9
COc1cc(-c2nnn(Cc3ccccc3C)n2)cc(OC)c1OC,-12.6%,-2.4,-1.1,-17.0%,1.0,4.6%,-3.5%,9.2%,-6.4

Not a hit list. Share with any hit: about 7.8%.
